Screening results as filed in PubChem.
APJ antag = antagonists of human APJ apelin receptor | CHO-K1 APJ beta-arrestin complementation, luminescence | inhibition, % at 20 µM | 0.32% of 330,000 active | AID 2521;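 active means inhibition above about 40% at 20 µM, limit read from the data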;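 further: cells challenged with 10 nM apelin-13 agonist together with compound; plate controls were apelin-13 plus DMSO wells for no effect and DMSO wells lacking apelin-13 for full effect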
CCR6 antag = CCR6 (human) receptor antagonism. P51684. CHO-K1 CCR6 PathHunter beta-arrestin, luminescence, CCL20-stimulated. inhibition, % at 20 µM. 0.49% of 340,000 active. AID 493098;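 active means compounds whose inhibition of the agonist-driven luminescence signal at 20 µM reaches about 50%, limit read from the data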;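 further: cells stimulated with CCL20 at 14 nM final; plate controls were DMSO with CCL20 for no effect and DMSO without agonist for full effect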
Target sequence (P51684 whole entry, looked up): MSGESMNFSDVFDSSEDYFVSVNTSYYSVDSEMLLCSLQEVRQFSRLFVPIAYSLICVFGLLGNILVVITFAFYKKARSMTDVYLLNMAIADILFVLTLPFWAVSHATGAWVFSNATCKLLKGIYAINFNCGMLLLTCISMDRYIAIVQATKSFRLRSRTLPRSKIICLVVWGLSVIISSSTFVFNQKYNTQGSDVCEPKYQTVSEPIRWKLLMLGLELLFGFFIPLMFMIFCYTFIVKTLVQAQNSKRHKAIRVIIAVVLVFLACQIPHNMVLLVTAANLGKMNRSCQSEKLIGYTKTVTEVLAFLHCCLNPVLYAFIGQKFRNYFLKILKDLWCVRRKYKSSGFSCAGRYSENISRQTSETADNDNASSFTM
Mdm2 MdmX PPI = disrupts the human Mdm2-MdmX interaction | O15151+Q00987 | SaOS-2 split-luciferase Mdm2/MdmX complementation, luminescence | 3% of 330,000 active | inhibition, % at 8 µM;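 active means inhibition of at least 50% at 8 µM in the primary screen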
UPR CHOP act = activators of apoptotic arm of unfolded protein response (CHOP) | CHO-CHOP luciferase reporter, UPR activation, luminescence; percent of tunicamycin response over DMSO baseline | activation, % at 10 µM | 0.34% of 330,000 active | AID 449763;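 active means at 10 µM dose, activation of 40% or more, normalized to positive control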;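 further: 100% = tunicamycin at 10 µg/mL and 0% = DMSO alone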
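System: CHO CHOP reporter cells. Amount: 500 cells per well. Buffer or medium: F12 medium, 10% FBS. Compound dosing: one dose, 10 µM in 0.5% DMSO. Incubation: 6 h compound exposure at 37 °C after overnight seeding. Technique: Steady-Glo luciferase luminescence. Benchmarks: tunicamycin and DMSO controls.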
tim23-1 inh = tim23-1 yeast growth inhibition; S. cerevisiae tim23-1 growth, BacTiter-Glo luminescence, 24 h; inhibition, % at 20 µM; 1.3% of 330,000 active; AID 463212;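 active means growth inhibition of the mutant yeast at or above 50%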;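 further: temperature-sensitive mutant grown at 25 °C; plate controls were DMSO-treated mutant yeast for no effect and medium wells lacking yeast for full effect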
UPR XBP1 act = activators of adaptive arm of unfolded protein response (XBP1); CHO-XBP1 luciferase reporter, IRE1-XBP1 UPR activation, luminescence; percent of tunicamycin response, DMSO as zero; activation, % at 20 µM; 0.33% of 330,000 active; AID 463104;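 active means versus positive control, 20 µM dose yields 30% or more activation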;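 further: 100% = tunicamycin at 10 µg/mL and 0% = DMSO only wells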
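Material: CHO cell line with stable XBP1 luciferase reporter; buffer or medium: F12 medium containing 10% fetal bovine serum; compound: single point, 20 µM final compound, 1% DMSO; incubation: 6 h treatment, 37 °C; measured by: glow luminescence from Steady-Glo reagent; evaluation: activation, % of tunicamycin; control set: tunicamycin high, DMSO low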
CXCR6 block = CXCR6 (human) receptor inhibition | O00574 | CHO-K1 PathHunter CXCR6 beta-arrestin, luminescence | inhibition, % at 20 µM | 0.36% of 360,000 active | AID 602244; in the data active means inhibition above about 34%, passing the limit was not always enough;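 further: antagonist mode with CXCL16 agonist at 10 nM final; 0% = 10 nM CXCL16 with DMSO and 100% = unstimulated wells without agonist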
Target sequence (O00574 whole entry, looked up): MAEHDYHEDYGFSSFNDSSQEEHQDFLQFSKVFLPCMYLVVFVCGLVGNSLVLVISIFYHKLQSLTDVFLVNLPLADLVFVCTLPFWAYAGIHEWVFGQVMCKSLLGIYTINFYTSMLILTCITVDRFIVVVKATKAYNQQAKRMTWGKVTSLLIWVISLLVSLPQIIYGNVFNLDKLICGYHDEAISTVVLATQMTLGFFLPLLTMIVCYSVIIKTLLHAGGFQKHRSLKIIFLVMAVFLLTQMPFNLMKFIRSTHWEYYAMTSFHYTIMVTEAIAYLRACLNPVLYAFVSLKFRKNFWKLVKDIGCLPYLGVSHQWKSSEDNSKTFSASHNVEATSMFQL
EBI2 antag = antagonists of human EBI2 receptor; P32249; inhibition, % at 5 µM; 0.81% of 360,000 active; EBI2 beta-arrestin recruitment, luminescence, 7a,25-OHC stimulated; AID 651636; in the data active means inhibition above about 38%;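 further: enzyme fragment complementation signal reports receptor beta-arrestin coupling in cells; 0% = agonist plus DMSO wells and 100% = wells without agonist; some results beyond the cut were filed as inactive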
Target sequence (P32249 whole entry, looked up, the tested form may be a part): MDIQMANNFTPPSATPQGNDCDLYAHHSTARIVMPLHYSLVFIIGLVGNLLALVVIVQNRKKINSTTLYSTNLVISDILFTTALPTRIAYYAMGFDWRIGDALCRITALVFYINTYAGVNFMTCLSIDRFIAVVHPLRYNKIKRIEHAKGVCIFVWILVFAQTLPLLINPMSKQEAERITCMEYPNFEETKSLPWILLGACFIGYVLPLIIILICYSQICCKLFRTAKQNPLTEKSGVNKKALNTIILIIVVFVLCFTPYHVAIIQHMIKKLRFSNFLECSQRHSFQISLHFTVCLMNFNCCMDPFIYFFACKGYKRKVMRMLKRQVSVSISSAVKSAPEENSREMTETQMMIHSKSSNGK
APJ ag = APJ receptor agonism. P35414. AID 2520. CHO-K1 APJ PathHunter beta-arrestin, luminescence; 0% DMSO wells, 100% apelin. 0.11% of 330,000 active. activation, % at 20 µM;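 active means activation more than six SD over the plate average, tested at 20 µM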;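 further: 0% = DMSO alone and 100% = apelin-13 at 10 nM; some results filed as inactive read as strong as hits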
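Material: CHO-K1 APJ beta-arrestin complementation cell line; Input: cell density 1000 per well; Incubation: compound stimulation 90 min at 25 °C, detection 60 min; Signal: luminescence from split beta-galactosidase complementation, Galacton Star/Emerald II substrate; Controls: DMSO-only wells as negative, 10 nM Apelin-13 as positive control.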
* = called active by the depositor. Only part of the results is shown, so the mix of outcomes need not match the whole.

SMILES	APJ antag	CCR6 antag	Mdm2 MdmX PPI	UPR CHOP act	tim23-1 inh	UPR XBP1 act	CXCR6 block	EBI2 antag	APJ ag
CCCCn1c(N)c(N(CCOC)C(=O)c2cc3c(s2)CCC3)c(=O)[nH]c1=O	10.0	10.2	-2.5	2.2	8.2	2.1	3.7	-3.1	6.1
O=C(CCn1nnc2ccccc21)Nc1nnc(Cc2ccc(F)cc2)s1	4.5	0.2	16.9	0.8	-6.3	-2.4	2.6	-3.6	-4.5
O=c1c2ccccc2c(=O)n(-c2ccccc2)n1CCCCBr	2.7	9.8	-1.3	0.7	33.9	-2.0	3.8	7.7	2.7
CC1CCN(CC(C)OC(=O)c2ccc3c(c2)OCCO3)CC1 (stereo unspecified)	13.6	12.2	7.4	1.8	5.4	0.4	2.0	-1.0	-2.8
CCN(CC(=O)Nc1ccc(NC(C)=O)cc1)C(=O)c1cccc(Oc2ccccc2)c1	14.3	8.9	34.2	1.1	14.3	-1.8	0.2	-4.4	-3.3
CCN(CC(=O)Nc1ccccc1C(=O)OC)S(=O)(=O)c1ccccc1	17.4	7.2	16.7	0.2	2.8	-6.0	-1.4	1.7	-1.8
Cc1csc(=O)n1CCC(=O)OCC(=O)Nc1cc([N+](=O)[O-])ccc1Cl	-0.5	-4.7	6.1	-1.0	7.0	-2.2	4.8	1.3	6.4
Cc1ccc2c(Cn3ccnc3)cc(=O)oc2c1C	16.3	13.5	-8.8	0.6	6.6	8.8	-1.4	-1.1	-3.1
COc1cccc(N2CCN(CC(=O)N3CCN(S(=O)(=O)c4ccc(Cl)cc4)CC3)CC2)c1	-0.8	13.4	22.8	-1.1	3.8	-1.8	2.5	5.5	-0.5
COc1ccc(/C=C(\NC(=O)c2ccco2)C(=O)Nc2ccc(C(C)=O)cc2)cc1	-9.0	5.0	-15.6	0.5	-18.9	-2.6	6.5	-7.3	-2.3
CCOC(=O)CN1CC23C=CC(O2)C(C(=O)Nc2ccc(F)c(C)c2)C3C1=O (stereo unspecified)	-3.2	0.7	-6.6	-0.4	7.0	-1.1	-9.4	10.0	6.6
Cc1ccc(CN2C(=O)CCC2C(=O)NCC2CCCO2)cc1 (stereo unspecified)	-23.0	-21.0	16.8	-1.4	0.0	-2.1	-8.9	0.7	-5.0
O=C(Nc1ccc(O)cc1)/C(=C/c1ccco1)NC(=O)c1ccccc1	-10.4	1.4	-2.2	2.6	11.1	-1.1	-6.7	-9.8	-2.0
COc1ccc(C2=Nn3c(nnc3-c3ccccc3OC)SC2)cc1OCC1CC1	8.6	9.3	73.6*	1.7	14.2	22.3	2.9	8.5	-4.1
N#C/C(=C\c1ccccc1OCc1ccc(C(=O)O)cc1)C(=O)Nc1ccc(O)cc1	8.3	9.9	-2.2	-1.5	16.4	-0.1	4.8	-1.6	-1.2
COc1ccc(CCNS(=O)(=O)CCNC(=O)c2ccc(OC)cc2)cc1	-34.4	3.4	22.7	-0.1	-7.8	1.2	-0.5	5.4	-6.1
CC(C)OC(=O)CSc1nnc(COc2ccc([N+](=O)[O-])cc2)n1C	-1.3	2.2	18.7	0.7	-5.2	-3.3	-0.5	-4.2	-0.7
CC(C)(C)n1nc2c(c1NC(=O)Cc1ccc([N+](=O)[O-])cc1)CS(=O)(=O)C2	10.4	5.1	13.8	1.5	-2.4	-3.4	-0.7	-8.4	-3.4
O=C(CCn1c(=O)[nH]c2ccsc2c1=O)N1CC(=O)N(CCc2ccccc2)C(=O)C1	-0.9	-6.8	20.9	0.2	-1.4	1.7	1.9	-5.8	-3.7
O=C(CCSc1ccccc1)NNC(=O)c1ccccc1F	1.4	1.2	17.0	0.4	-12.6	-1.3	-3.6	-0.7	-6.4

Single records (already shown). Screens in order: APJ antag, CCR6 antag, Mdm2 MdmX PPI, UPR CHOP act, tim23-1 inh, UPR XBP1 act, CXCR6 block, EBI2 antag, APJ ag
Listed for COc1cccc(N2CCN(CC(=O)N3CCN(S(=O)(=O)c4ccc(Cl)cc4)CC3)CC2)c1 → -0.8, 13.4, 22.8, -1.1, 3.8, -1.8, 2.5, 5.5, -0.5
Listed for Cc1ccc2c(Cn3ccnc3)cc(=O)oc2c1C → 16.3, 13.5, -8.8, 0.6, 6.6, 8.8, -1.4, -1.1, -3.1
Listed for CC(C)(C)n1nc2c(c1NC(=O)Cc1ccc([N+](=O)[O-])cc1)CS(=O)(=O)C2 → 10.4, 5.1, 13.8, 1.5, -2.4, -3.4, -0.7, -8.4, -3.4
Listed for CCN(CC(=O)Nc1ccccc1C(=O)OC)S(=O)(=O)c1ccccc1 → 17.4, 7.2, 16.7, 0.2, 2.8, -6.0, -1.4, 1.7, -1.8

(next part)
SMILES	APJ antag	CCR6 antag	Mdm2 MdmX PPI	UPR CHOP act	tim23-1 inh	UPR XBP1 act	CXCR6 block	EBI2 antag	APJ ag
CNS(=O)(=O)c1cccc(C(=O)OCC(=O)N2c3ccccc3NC(=O)C2(C)C)c1	-25.8	7.3	-2.0	-0.9	3.7	-1.4	5.5	-4.7	-3.1
Cc1ccc(-c2nnn(Cc3nc(N)nc(N4CCOCC4)n3)n2)cc1	22.6	-3.1	-13.5	0.6	5.0	0.1	-6.0	-2.9	-2.7
Cc1ccc(N(CC(=O)NCc2ccc(F)cc2)S(=O)(=O)c2cccs2)cc1	7.7	1.6	13.5	-0.1	9.0	-2.0	-0.6	0.6	0.1
CCOC(=O)c1sc2ncn(/N=C/c3ccc(O)c(OC)c3)c(=O)c2c1C	15.0	10.3	21.9	0.4	15.2	-1.9	-4.4	3.6	-4.6
CC(C)OC(=O)c1ccc(COC(=O)c2cccc(-c3nnc(-c4ccccc4)o3)c2)cc1	4.2	-0.2	18.4	-4.6	-6.4	-6.7	3.5	12.9	-1.1
Cc1ccc(S(=O)(=O)N2CCN(C(=O)CSc3ccc(Cl)cc3)CC2)cc1	-8.8	15.2	-5.0	0.4	29.8	-0.2	11.1	92.2*	-1.6
CN(CCC(=O)Nc1cc(S(=O)(=O)N(C)C)ccc1Cl)CC(=O)Nc1ccc(F)cc1	0.4	23.1	-1.2	1.3	14.4	-1.5	8.2	0.8	-1.5
Cc1cc(C)c(NC(=O)COC(=O)C2=COCCO2)c(Cl)c1	-5.2	1.6	4.0	-1.2	3.7	-3.5	2.0	1.5	-0.6
Cc1ccc(S(=O)(=O)N2CCOCC2)cc1C(=O)OCC(=O)NC1CCCC(C)C1C (stereo unspecified)	3.1	4.0	5.3	0.0	12.4	-2.7	-9.7	4.2	-1.6
Fc1ccc2cc(-c3ccsc3)ncc2c1	1.6	8.2	-24.8	3.0	34.0	1.0	-5.2	7.6	-1.3
CCCN(CC(=O)NC(=O)NC1CCCCC1)CC(=O)Nc1cc(Cl)ccc1Cl	5.2	12.9	44.6	-1.1	29.7	-0.3	1.5	10.7	-3.3
O=C(CN1CCCC1)N1CCCC(c2ccc(F)cc2)c2ccc(F)cc21 (stereo unspecified)	11.8	5.9	6.6	0.1	14.9	-1.2	6.1	-1.9	0.8
O=C(CN1C(=O)c2ccccc2S1(=O)=O)NCc1ccc2c(c1)OCO2	9.2	6.0	9.0	-1.9	6.7	-0.6	5.3	3.1	1.5
COc1ccccc1NC(=O)CN1CCN(C(=O)C2CCCO2)CC1 (stereo unspecified)	-8.7	-11.1	6.2	1.1	-1.8	-3.2	-3.7	0.5	-5.1
Cc1cc(OCC(=O)N(Cc2ccccc2)C2CCS(=O)(=O)C2)ccc1Cl (stereo unspecified)	22.3	14.3	18.8	0.8	5.2	-2.9	0.4	4.2	-1.3
O=S(=O)(/N=C(/NNS(=O)(=O)c1ccccc1)c1ccccc1)c1ccccc1	4.6	11.9	15.9	-0.4	8.2	-2.0	-5.6	2.1	-2.4
O=C1CSC(c2ccccc2Cl)N1 (stereo unspecified)	-12.0	9.2	-20.5	-2.4	-6.8	-0.9	4.1	-9.3	-0.7
CCCCN(C)CCCNC(=O)c1ccc(N2CCCC2=O)cc1	-0.4	-7.3	14.9	0.3	25.6	-0.9	7.0	-8.7	1.0
CC(=O)N1CCN(C(=O)COC(=O)c2oc3ccccc3c2C)CC1	1.3	7.3	13.2	-1.0	10.6	1.5	4.0	5.1	-4.2
CC1CCCCC1NC(=O)/C(C#N)=C/C=C/c1ccccc1[N+](=O)[O-] (stereo unspecified)	-21.2	20.7	99.6*	14.2	20.8	5.8	0.6	8.6	0.3
Cc1ccc(NC(=O)C2COc3ccccc3O2)cc1S(=O)(=O)N1CCCCC1 (stereo unspecified)	-15.1	11.3	11.4	1.5	37.9	1.4	3.5	-5.7	-1.9
Cc1cccc(CC2S/C(=N/c3ccccn3)NC2=O)c1 (stereo unspecified)	5.8	29.3	23.3	-3.6	19.6	-3.5	23.9	-5.2	-3.0
O=C(N/N=C/c1cccnc1)c1ccccc1OCc1ccc(Br)cc1	11.0	10.2	-5.1	1.7	31.9	-1.7	-3.6	3.1	-4.3
COC(=O)c1ccc(N2CCN(C(C)=O)CC2)c(NC(=O)COc2ccccc2C)c1	-6.2	9.4	2.4	0.7	18.2	-1.1	3.6	-0.5	-3.8
Cc1ccc(NC(=O)CSc2nnc(-c3ccccc3C)o2)cc1C	1.9	8.0	-28.4	0.5	13.7	1.8	-1.0	-0.6	-4.0
O=c1oc2ccccc2cc1N1CCOCC1	2.7	4.7	-11.2	-1.5	2.5	0.2	3.5	-4.2	-0.6
C/C(CC(=O)Nc1ccc(C)c(Cl)c1)=N\NC(=O)c1ccco1	-6.3	24.7	-18.6	2.5	44.8	0.2	-11.4	-11.7	-1.3
CC(C)c1ccc2[nH]c3nc(SCC(=O)N4CCOCC4)nnc3c2c1	6.7	6.3	4.1	3.9	0.2	7.4	-16.1	1.7	1.2
NC(=O)C1CCN(S(=O)(=O)c2cc3c4c(c2)CCN4C(=O)CC3)CC1	2.5	-3.6	23.4	-0.1	11.4	-0.6	1.4	-15.0	-3.1
O=C(CN(C(=O)CCC(=O)Nc1nccs1)c1ccc2c(c1)OCO2)NCc1ccc(F)cc1	16.4	10.2	20.1	1.1	-7.5	-1.3	10.6	6.5	-1.9
c1ccc(COC2CCCN(Cc3nc(-c4cnccn4)no3)C2)cc1 (stereo unspecified)	-32.8	-4.5	27.0	-1.1	4.9	1.2	-1.8	-3.5	-0.7
O=C(CN1CCN(c2ccccc2)CC1)NC(=O)NCc1ccco1	-6.2	-1.0	9.5	1.3	9.5	-1.4	5.1	-0.9	2.9
COc1ccc(N(C)C(=O)Cn2c(=O)oc3ccccc32)c(OC)c1	4.7	10.3	0.4	0.5	16.3	-4.7	2.3	-12.1	-1.8
O=C(CSc1nnc(-c2ccccn2)o1)Nc1ccccc1Cl	2.9	-6.1	-46.9	1.6	-17.9	3.3	-5.4	-4.3	-0.4
CC1(C)COC(/C=C/c2cccc([N+](=O)[O-])c2)=N1	-10.8	0.9	79.4*	0.7	58.8*	-3.0	-8.3	2.7	-1.3
